# NPY-Y2 PAM-ag: potentiates or activates human NPY-Y2 receptor. P49146. cells expressing NPY-Y2, potentiator/agonist read-out. activation, % at 3.6 µM. hit rate 0.45% among 220,000; in the data active = activation above about 27%;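 note: cells stimulated with NPY near EC25 plus isoproterenol at EC100; 0% = vehicle plus submaximal agonist and 100% = vehicle plus saturating agonist; some results beyond the cut were filed as inactive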
# eIF4E 4G PPI: eIF4E/eIF4G interaction inhibition in translation initiation; TR-FRET eIF4E-eIF4GI(517-606) binding, 2 h; inhibition, % at 21.7 µM; hit rate 0.37% among 220,000;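 active = inhibition above about 30%, limit read from the data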;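 note: 0% = full FRET control wells and 100% = background wells lacking eIF4GI fragment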
# Ba/F3 V617F tox: lowers viability of Ba/F3 cells expressing EpoR and JAK2V617F. ATP luminescence. inhibition, % at 5.6 µM. hit rate 1.1% among 220,000. AID 1446;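 active = inhibition above the campaign mean plus 3 SD over all tested compounds, cut at about 24% in these data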;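 note: cytokine-independent growth of Ba/F3 cells driven by EpoR plus mutant JAK2; 0% = DMSO-treated cells and 100% = JAK inhibitor I control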
# Wee1 stabilizer: blocks degradation of human Wee1 kinase | HeLa Luc-Wee1K328M stability, luciferase luminescence; 100% = proteasome inhibitor MG132 effect | reporter increase, % at 5 µM | hit rate 1.2% among 220,000 | AID 1321;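 active = activation above the mean of all tested compounds plus 3 SD, set per screening run, cut at about 8.8% in these data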;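 note: cells exposed to compound for 20 h before luminescence read; 0% = DMSO alone and 100% = MG132 at 30 µM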
# Target sequence (P30291 whole entry K328M): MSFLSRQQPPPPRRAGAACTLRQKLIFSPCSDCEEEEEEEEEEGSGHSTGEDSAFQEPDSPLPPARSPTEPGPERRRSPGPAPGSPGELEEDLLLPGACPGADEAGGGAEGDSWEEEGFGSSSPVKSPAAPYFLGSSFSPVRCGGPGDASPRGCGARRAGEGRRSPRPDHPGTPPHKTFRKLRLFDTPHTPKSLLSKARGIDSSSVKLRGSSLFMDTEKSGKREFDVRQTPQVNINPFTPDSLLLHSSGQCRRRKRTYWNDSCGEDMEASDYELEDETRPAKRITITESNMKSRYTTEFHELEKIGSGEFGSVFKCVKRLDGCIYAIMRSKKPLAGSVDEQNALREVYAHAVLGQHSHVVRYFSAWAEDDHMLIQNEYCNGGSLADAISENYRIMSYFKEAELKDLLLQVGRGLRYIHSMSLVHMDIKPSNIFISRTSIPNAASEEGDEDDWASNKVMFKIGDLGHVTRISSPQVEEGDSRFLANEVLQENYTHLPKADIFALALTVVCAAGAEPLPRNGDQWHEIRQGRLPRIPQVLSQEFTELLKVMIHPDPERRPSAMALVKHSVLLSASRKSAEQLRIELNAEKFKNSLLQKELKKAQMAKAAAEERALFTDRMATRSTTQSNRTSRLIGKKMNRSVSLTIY
# S1P4 ag: agonists of human S1P4 receptor. activation, % at 4.98 µM. O95977. S1P4-expressing cell line, agonist reporter assay. hit rate 0.35% among 220,000. AID 1509; in the data active = activation above about 11%;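 note: 0% = DMSO vehicle and 100% = reference agonist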
# Target sequence (O95977 whole entry, looked up): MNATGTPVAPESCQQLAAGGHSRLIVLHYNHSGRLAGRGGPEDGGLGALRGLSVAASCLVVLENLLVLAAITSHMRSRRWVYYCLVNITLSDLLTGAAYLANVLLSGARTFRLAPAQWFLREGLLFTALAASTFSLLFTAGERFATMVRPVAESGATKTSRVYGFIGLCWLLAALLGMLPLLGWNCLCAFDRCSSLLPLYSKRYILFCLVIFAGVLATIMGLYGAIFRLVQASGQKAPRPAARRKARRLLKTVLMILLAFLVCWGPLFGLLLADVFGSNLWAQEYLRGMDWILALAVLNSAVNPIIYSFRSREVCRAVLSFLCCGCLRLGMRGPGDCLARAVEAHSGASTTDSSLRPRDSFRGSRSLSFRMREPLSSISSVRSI
# S1P4 antagonist: human S1P4 receptor antagonism. hit rate 0.26% among 220,000. O95977. S1P4-expressing cells, antagonist mode, reporter read-out. AID 1510. inhibition, % at 4.98 µM; in the data active = inhibition above about 29%;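 note: 0% = wells stimulated with agonist and 100% = vehicle wells without agonist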
# PERK inhibitor: inhibitors of human PERK kinase. inhibition, % at 5.6 µM. hit rate 0.17% among 220,000. CHO PERK-DD fusion, SEAP luminescence translation reporter. Q9NZJ5. AID 1416;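 active = inhibition above the mean inhibition of all tested compounds plus 3 SD, set separately per screening campaign, cut at about 2.9% in these data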;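 note: PERK kinase domain activated by AP20187 dimerizer at 100 nM; 0% = DMSO with dimerizer and 100% = rapamycin at 8.4 µM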
# MDM2 E3 inh: blocks human Mdm2 ubiquitin ligase activity | Q00987 | cell-based MDM2 ubiquitination luciferase reporter, 2 h; 0 = plate control, 100 = twice control, blank-subtracted | signal enhancement, % at 5 µM | hit rate 0.11% among 210,000 | AID 1230;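 active = signal enhancement of 30% or more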;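 note: luminescence tracks abundance of the self-degrading MDM2-luciferase fusion protein; higher signal means inhibition of MDM2 E3 ligase activity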
#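 Material: stable MDM2–luciferase fusion reporter cells / Quantity: 2000 cells/well / Dosing: single 5 µM compound dose, 0.2% final DMSO / Buffer or medium: DMEM / Schedule: 4 h cell settling then 2 h compound exposure, 37 °C / Detection: luminescence with SteadyLite reagent, 15 min at room temperature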
# BaF3 parental: parental Ba/F3 viability inhibition as JAK2V617F counter-screen. CellTiter-Glo ATP luminescence. inhibition, % at 5.6 µM. hit rate 1.1% among 220,000. AID 1486;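 active = inhibition above a per-campaign cutoff, the mean inhibition of all tested compounds plus 3 SD, cut at about 27% in these data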;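 note: 0% = DMSO wells and 100% = JAK Inhibitor I control wells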
# The depositor's hits bear a star; x = not tested or not shown; [ ] = remark or other dose.
Structure	NPY-Y2 PAM-ag	eIF4E 4G PPI	Ba/F3 V617F tox	Wee1 stabilizer	S1P4 ag	S1P4 antagonist	PERK inhibitor	MDM2 E3 inh	BaF3 parental
Cc1ccc2cc(S(=O)(=O)NCCCC(=O)O)ccc2c1	0	-1	-7	0	2.4	-23	0.5	-14	-1
CCC1(c2ccc(F)cc2)NC(=O)N(CC(=O)Nc2ccc(C)c(S(=O)(=O)N3CCOCC3)c2)C1=O (stereo not drawn)	12	6	4	-2	0.1	-16	0.6	14	1
O=C(NNC(=S)NC1CCCCC1)c1ccc(Cl)s1	7	-2	3	-2	0.3	5	0.0	4	7
COc1cccc(C(=O)N(Cc2cc3cc(C)ccc3[nH]c2=O)CC2CCCO2)c1 (stereo not drawn)	4	-3	1	5	0.0	2	-0.9	-23	7
O=C(O)Cn1ccnc1	-2	1	0	-1	2.6	-12	2.9*	-2	5
O=C(N/C=C/c1ccc(Cl)cc1)NCc1ccc(Cl)cc1	10	0	1	1	-0.2	10	0.9	-21	5
Cc1c(Br)c(C(=O)NCc2cc3cc(Cl)ccc3[nH]2)nn1C	20	3[fluorescence artefact?]	1	0	-0.1	-7	0.2	12	8
COc1ccc(-c2nc(S(=O)(=O)c3ccc(C)cc3)c(N3CCCC3)o2)cc1	0	2	-5	4	-2.5	-16	0.4	-8	-3
CCOC(=O)c1cc2c(C)n(-c3ccc(C)cc3)c(C)c2ccc1=O	10	-11	-2	0	-0.7	2	-0.5	11	0
C[C@H](NS(=O)(=O)c1ccc(Cl)cc1)C(=O)OCC(=O)c1ccc[nH]1	-1	-10	-2	0	0.5	-16	0.5	x	-7
CCOC(=O)c1c(C(=O)OCC)c(C)n(N2C(=O)CSC2=S)c1C	-18	-9	2	1	1.4	-12	0.6	-16	8
COc1ccc(F)cc1S(=O)(=O)NCc1ccccc1	-8	2	3	-1	1.2	1	1.2	-22	9
COc1ccc(C2=C(Nc3ccc(C)cc3)c3ccccc3C2=O)cc1	12	-9	2	3	-0.6	-10	-0.1	-14	5
O=C(Nc1ccccc1-c1ccccc1)c1cccc(C(F)(F)F)c1	-24	3[fluorescence artefact?]	-6	3	4.1	-6	0.2	-1	-1
COc1cccc(-n2nc(C(=O)N3CC(C)CC(C)C3)c3ccccc3c2=O)c1 (stereo not drawn)	0	-4	0	3	-1.1	2	-2.4	-17	4
Cc1ncsc1CCOC(=O)c1cccnc1	-7	-1	-2	0	0.9	-8	0.7	-14	11
CCOCCCNc1nc2c(-c3ccccc3)nnn2c2ccccc12	15	9[fluorescence artefact?]	-4	1	-0.2	3	1.1	x	0
Oc1ccc(-c2nncn2-c2ccccc2)cc1	-14	0	2	-1	0.0	-11	1.0	3	1
CC(=O)N1CCCC(C(=O)c2ccc3c4c(cccc24)CC3)C1 (stereo not drawn)	5	0	-2	4	1.9	-27	0.5	-6	1
CCOC(=O)N1CCC(=NNC(N)=O)CC1	0	3	0	-2	1.4	-5	1.0	-3	5
CCCCNC(=O)N1CCN(C/C=C/c2ccccc2)CC1	-5	-4	-2	2	-2.6	-9	1.4	-9	-1
O=C(COC(=O)c1ccc(Br)o1)NC1CCCCC1	-6	3	0	-1	0.6	0	0.5	-26	6
CCOc1ccc(S(=O)(=O)N2CCN(C(=S)NCc3ccco3)CC2)cc1	7	16	-2	0	0.7	-15	0.3	3	1
COC(=O)C1=C(C(=O)OC)C(c2ccc(OC)c(OC)c2)c2sc(=O)[nH]c2S1 (stereo not drawn)	-4	21	-3	-2	0.8	6	0.8	-14	-3
O=C(C1CCN(S(=O)(=O)c2cccc3cccnc23)CC1)N1CCN(c2ccccc2)CC1	6	7	2	1	0.0	-4	-1.5	-26	5
N#CCCn1nnc2ccccc21	2	4	-2	-1	-0.9	3	0.1	-8	1
CCCN1CCC2(CC1)C(C#N)=C(N)Oc1c2sc2nc(C)cc(C)c12	-3	-1	0	-2	0.2	-12	-0.6	-24	1
CC(C)(C)C(=O)Cn1c(=N)n(Cc2ccccc2Cl)c2ccccc21	0	6[fluorescence artefact?]	-1	1	0.2	8	-0.5	-12	5
O=C(O)c1ccc2c(c1)C(=O)N(c1ccc(Cl)cn1)C2=O	-13	-1	1	-3	-3.9	2	-0.9	-10	1
NC(=O)c1c(NC(=O)CCCn2cnc([N+](=O)[O-])n2)sc2c1CCCC2	3	4	1	2	0.3	0	-0.5	-13	8

# Other records follow:
canonical_smiles | NPY-Y2 PAM-ag | eIF4E 4G PPI | Ba/F3 V617F tox | Wee1 stabilizer | S1P4 ag | S1P4 antagonist | PERK inhibitor | MDM2 E3 inh | BaF3 parental
CC(C(=O)N=Nc1c(O)[nH]c2ccccc12)n1cnc2ccccc2c1=O (stereo not drawn) | -5 | 5 | 1 | -1 | 3.1 | -11 | -0.5 | 1 | 1
Cc1cc(NS(=O)(=O)c2ccc(NC(=O)COc3ccccc3C(C)C)cc2)no1 | -13 | -1 | 5 | -1 | -3.2 | -6 | 0.5 | -11 | 3
CCCN(CCC)CCNC(=O)C1CCN(Cc2nc(-c3ccc(Cl)cc3)oc2C)CC1 | -27 | 6 | 7 | -4 | -1.7 | 16 | -1.2 | -38 | 19
CC1CCN(CCn2c(=S)[nH]c3ncccc3c2=O)CC1 | 5 | x | 4 | 0 | -0.3 | -3 | 0.1 | x | 7
CN(CC(=O)N1CCN(C2CCCCC2)CC1)S(=O)(=O)c1cccc2nsnc12 | -14 | -3 | -3 | -2 | -0.3 | 4 | -0.7 | -7 | -1
CC(=O)c1cccc(NC(=O)CSC(=O)c2ccccc2)c1 | 14 | -2 | 0 | -1 | 1.8 | -23 | -0.1 | -11 | 9
CCOc1ccc(NC(=O)CN2CCN(S(=O)(=O)c3ccc(Cl)cc3)CC2)cc1 | -2 | 3 | 2 | 1 | 0.9 | -8 | -0.8 | -6 | 2
CCc1ccc(-c2cc(C(F)(F)F)n3nc(C(=O)Nc4c(C)nn(Cc5ccccc5Cl)c4C)cc3n2)s1 | -15 | -8 | 17 | 0 | 1.5 | 0 | -0.4 | -16 | 6
COc1ccc(NC(=S)NCCSc2ccc(Cl)cc2)c(OC)c1 | -17 | -4 | -1 | 1 | 1.6 | -9 | 1.2 | 5 | 1
O=C(CC12CC3CC(CC(C3)C1)C2)N1CCCC1 | -6 | 1[fluorescence artefact?] | 1 | -2 | 0.6 | -7 | 0.5 | -11 | 6
CC1CC2(CC(C)(C(=O)CSc3n[nH]c(-c4ccccc4Cl)n3)OC2=O)C(=O)O1 (stereo not drawn) | 16 | 0 | 2 | -2 | -1.7 | -6 | 1.0 | -4 | 6
C[n+]1c2n(c3ccccc31)N=C(c1ccc(Cl)cc1)CS2 | 9 | 7 | 78* | -2 | -1.6 | 0 | 1.4 | -20 | 67*
CCOc1cc(CNc2ccc(N3CCN(C(C)=O)CC3)cc2)cc(Br)c1OC | 7 | 6[fluorescence artefact?] | 5 | -1 | 1.3 | -2 | -0.9 | -3 | 5
COc1cc(OC)cc(C(=O)Nc2nnc(NC(=S)Nc3ccccc3)s2)c1 | 2 | -34 | 1 | -2 | 0.6 | -5 | -0.3 | -12 | 9
COc1ccc(-c2cnn3c4c(c(C)nc23)CCN4C(C)C)cc1OC | 5 | 18 | 4 | -1 | -1.6 | -1 | -1.2 | 5 | 10

# Whole records, quoted from the list:
# Listed for CC1CCN(CCn2c(=S)[nH]c3ncccc3c2=O)CC1 = NPY-Y2 PAM-ag = 5; eIF4E 4G PPI = x; Ba/F3 V617F tox = 4; Wee1 stabilizer = 0; S1P4 ag = -0.3; S1P4 antagonist = -3; PERK inhibitor = 0.1; MDM2 E3 inh = x; BaF3 parental = 7
# Listed for CC(C(=O)N=Nc1c(O)[nH]c2ccccc12)n1cnc2ccccc2c1=O (stereo not drawn) = NPY-Y2 PAM-ag = -5; eIF4E 4G PPI = 5; Ba/F3 V617F tox = 1; Wee1 stabilizer = -1; S1P4 ag = 3.1; S1P4 antagonist = -11; PERK inhibitor = -0.5; MDM2 E3 inh = 1; BaF3 parental = 1

# (next part)
canonical_smiles | NPY-Y2 PAM-ag | eIF4E 4G PPI | Ba/F3 V617F tox | Wee1 stabilizer | S1P4 ag | S1P4 antagonist | PERK inhibitor | MDM2 E3 inh | BaF3 parental
Cc1nc2c(C)cccn2c1/C(O)=C1\C(=O)C(=O)N(CCN(C)C)C1c1ccncc1 (stereo not drawn) | -12 | 3 | -1 | -3 | -1.1 | 3 | 0.2 | -36 | 1
Oc1ccc(C(=S)N2CCCCCC2)cc1 | -7 | 2 | -6 | 1 | -0.7 | -2 | 0.4 | -11 | -3
CC(=O)C(=Cc1ccc(C(=O)O)cc1)C(C)=O | 12 | 1 | -6 | -1 | 2.5 | -12 | 0.3 | -9 | -1
Cc1nc2ccc(NC(=O)CCS(=O)(=O)c3ccccc3)cc2s1 | 7 | -20 | 2 | -5 | -0.3 | -34 | -0.6 | -7 | 3
CC(C)Cc1csc(NC(=O)C(C)C)c1C(=O)O | -5 | -3 | 1 | -3 | -0.6 | -9 | 0.4 | 3 | 1
CCc1ccccc1NC(=O)N1C2CCCC1CC(NC(C)=O)C2 (stereo not drawn) | 15 | 8 | -1 | -5 | 1.6 | 8 | 2.8 | -3 | 2
COc1cc(C(=O)NC2=NCCS2)cc(OC)c1OC | -11 | -15 | 0 | -1 | -5.0 | -23 | -0.1 | -5 | 5
CCCNC(=O)OC[C@H]1O[C@H](CCO/N=C(\C)CCN2CCc3nc(-c4ccccc4)c(-c4ccccc4)cc3C2)C=C[C@@H]1Oc1ccc(OC)cc1 | 2 | -3 | -4 | -2 | 1.2 | -12 | -0.3 | x | 2
O=C1Nc2ccccc2/C1=N/c1sc2c(c1C(=O)NCCc1ccccc1)CCCC2 | 7 | -17 | 2 | 1 | -1.4 | -15 | 0.2 | 21 | 9
O=c1[nH]c2ccccc2c2oc(CCl)nc12 | 2 | -4 | -2 | 0 | 0.5 | -12 | 1.5 | -13 | 2
COc1cc(OC)c(NC(=O)c2ccco2)cc1Cl | -1 | -6 | -1 | -3 | 1.5 | -7 | -0.1 | -10 | 4
O=C(O)CSc1nc(-c2ccccc2)nc2c1oc1ccccc12 | -13 | -1 | 3 | 1 | 2.1 | 4 | 0.7 | -28 | 9
COc1cc(CNc2ncn[nH]2)ccc1OCc1ccccc1C | 5 | -3 | -2 | -5 | 0.6 | -13 | -0.1 | -5 | 5
O=c1c2ccccc2c(-c2ccccc2)nn1-c1ccc(Cl)c(Cl)c1 | -6 | 3 | -2 | -2 | 0.7 | -13 | 0.7 | 22 | 0

# Molecules from the list above that have a cyano group, in the order listed:
canonical_smiles | NPY-Y2 PAM-ag | eIF4E 4G PPI | Ba/F3 V617F tox | Wee1 stabilizer | S1P4 ag | S1P4 antagonist | PERK inhibitor | MDM2 E3 inh | BaF3 parental
N#CCCn1nnc2ccccc21 | 2 | 4 | -2 | -1 | -0.9 | 3 | 0.1 | -8 | 1
CCCN1CCC2(CC1)C(C#N)=C(N)Oc1c2sc2nc(C)cc(C)c12 | -3 | -1 | 0 | -2 | 0.2 | -12 | -0.6 | -24 | 1

# Bioassay records deposited in PubChem BioAssay by several laboratories.
